Assay outcomes (PubChem)
DNA FID counter = displaces DNA intercalator in HCV helicase counter-screen; DNA fluorescent intercalator displacement, fluorescence; inhibition, % at 7.9 µM; hit rate 0.17% among 290,000; AID 1845; in the data active means inhibition above about 37%;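 further: 0% = vehicle and 100% = reference compound; higher means more ethidium bromide displaced from hairpin DNA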
MEKK2 mut-MEK5 = signal of MEK5 binding to mutant human MEKK2 PB1 domain; bead flow cytometry, Alexa488-MEK5 binding to MEKK2 mutant; percent response, % at 10 µM; hit rate 0.35% among 290,000; AID 1530; in the data active means percent response above about 24%, passing the limit was not always enough; further: inactives centre near 1; some results filed as inactive read as strong as hits; reference of the scale not given here
OXTR ag = agonists of human oxytocin receptor; P30559; CHO-OTR cells, Fluo-8 calcium fluorescence; normalized: DMSO 0%, oxytocin 100%; activation, % at 3 µM; hit rate 0.32% among 320,000; AID 2435;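 active means activation above the mean of all tested compounds plus 3 SD, cutoff set per screening run, cut at about 20% in these data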;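 further: peak over basal fluorescence ratio from a 100 s FLIPR kinetic read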
Target sequence (P30559 whole entry, looked up): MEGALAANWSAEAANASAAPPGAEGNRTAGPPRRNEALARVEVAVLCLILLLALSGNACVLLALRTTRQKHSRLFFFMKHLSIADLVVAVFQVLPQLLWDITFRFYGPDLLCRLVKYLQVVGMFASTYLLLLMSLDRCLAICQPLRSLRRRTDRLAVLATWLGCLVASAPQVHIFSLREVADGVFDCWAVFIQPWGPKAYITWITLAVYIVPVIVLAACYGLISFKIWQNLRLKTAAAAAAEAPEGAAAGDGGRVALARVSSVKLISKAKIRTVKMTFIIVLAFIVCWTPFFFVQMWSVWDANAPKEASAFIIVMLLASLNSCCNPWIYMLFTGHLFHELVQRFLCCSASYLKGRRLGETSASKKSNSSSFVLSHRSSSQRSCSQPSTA
NALP1 yeast inh = blocks the NALP1 inflammasome reconstituted in yeast. S. cerevisiae NALP1/ASC/caspase-1 growth, X-gal OD620, 72 h. inhibition, % at 10 µM. hit rate 0.61% among 280,000. AID 2071; in the data active means inhibition mostly above about 24%, no sharp cut-off; inactive means mostly below about 32%; further: some compounds called inactive have numbers as strong as hits
MEKK3 PB1 HTS = raises or lowers MEK5 binding to the human MEKK3 PB1 domain; AID 1529; binding response (% of control), % at 10 µM; Q99759; hit rate 1.4% among 290,000; bead-based flow cytometry, Alexa488-MEK5 binding to MEKK3; actives lie on both sides; 0 = blocked by unlabeled MEK5, 100 = vehicle;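 active means binding response more than 3 SD above or below the average of its plate-row segment, actives on both sides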;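 further: Alexa488 bead fluorescence after subtracting the streptavidin-only scavenger bead signal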
PfM18AAP inh = blocks P. falciparum M18 aspartyl aminopeptidase; AID 1822; hit rate 1.2% among 290,000; recombinant PfM18AAP, H-Glu-NHMec fluorogenic cleavage; inhibition, % at 7.35 µM;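 active means inhibition above the campaign mean inhibition over all tested compounds plus 3 SD, cut at about 28% in these data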;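 further: 0% = plate median of test compound wells and 100% = 2 mM ZnCl2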
GPR7 antag = blocks human GPR7 receptor signaling; P48145; GPR7-expressing cells, fluorescence antagonist assay; inhibition, % at 4.4 µM; hit rate 1.1% among 290,000; AID 1861; in the data active means inhibition above about 16%, passing the limit was not always enough;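 further: cells stimulated with the agonist NPW; 0% = agonist with vehicle and 100% = vehicle without agonist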
Target sequence (P48145 whole entry, looked up): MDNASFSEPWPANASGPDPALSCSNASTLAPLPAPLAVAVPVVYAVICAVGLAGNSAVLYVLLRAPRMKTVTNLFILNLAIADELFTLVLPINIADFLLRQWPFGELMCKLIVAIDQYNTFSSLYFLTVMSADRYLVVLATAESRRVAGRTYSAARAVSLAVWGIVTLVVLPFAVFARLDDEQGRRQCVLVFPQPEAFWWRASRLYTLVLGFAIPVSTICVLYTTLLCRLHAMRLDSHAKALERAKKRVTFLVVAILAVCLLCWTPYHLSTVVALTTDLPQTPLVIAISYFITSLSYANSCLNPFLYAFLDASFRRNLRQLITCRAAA
PHOSPHO1 inh = blocks human PHOSPHO1 phosphatase activity; recombinant PHOSPHO1, absorbance phosphatase assay; inhibition, % at 13.3 µM; hit rate 1.1% among 290,000; AID 1565; in the data active means inhibition above about 60%
Target sequence (Q8TCT1 whole entry, looked up): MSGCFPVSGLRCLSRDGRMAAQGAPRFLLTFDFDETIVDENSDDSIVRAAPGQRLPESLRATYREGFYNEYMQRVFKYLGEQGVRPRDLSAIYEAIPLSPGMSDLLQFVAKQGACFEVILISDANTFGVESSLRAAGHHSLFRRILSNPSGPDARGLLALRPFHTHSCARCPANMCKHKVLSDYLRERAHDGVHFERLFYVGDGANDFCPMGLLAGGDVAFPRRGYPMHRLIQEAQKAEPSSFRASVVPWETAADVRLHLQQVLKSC
MEKK2wt PB1 HTS = raises or lowers MEK5 binding to wildtype human MEKK2 PB1 domain; Q9Y2U5; hit rate 1.1% among 290,000; bead flow cytometry, Alexa488-MEK5 binding to MEKK2 WT; actives lie on both sides; AID 1531; binding response (% of control), % at 10 µM; in the data active means binding response below about 67% or above about 130%
Numbers without * were called inactive; . = no result given. Rows were taken by chance; any-hit rate near 6.2%.

SMILES	DNA FID counter	MEKK2 mut-MEK5	OXTR ag	NALP1 yeast inh	MEKK3 PB1 HTS	PfM18AAP inh	GPR7 antag	PHOSPHO1 inh	MEKK2wt PB1 HTS
Cc1ccnc(NCc2cc(C)ccc2O)c1	-1	2	-0.6	20	108	-1	1	8	107
O=C(NCc1ccccc1)C(=O)Nc1nc(-c2ccccc2)cs1	-14	14	-0.9	.	108	2	-6	3	105
Cc1ccc(-c2ncccc2OC(=O)C23CC4CC(CC(C4)C2)C3)cc1	-11	.	-1.9	1	.	1	-20	30	.
O=C(Nc1nnc(-c2ccccc2)o1)Nc1ccccc1Cl	-9	.	1.0	14	.	4	-7	-14	.
CC1=NOC(=O)/C1=C\c1ccc(-c2ccc(Cl)c(C(=O)O)c2)o1	-1	0	.	12	101	16	-3	13	103
Cc1ccc(-c2nnn(CC(=O)Nc3cccc4cccnc34)n2)o1	-15	-4	-0.4	16	84	7	-6	-25	88
Cc1ccc(OC(=O)c2cc(C)nn2C(C)(C)C)cc1	-1	0	-2.8	0	98	-1	-7	40	97
O=C(CCl)c1ccc2[nH]c(=O)oc2c1	3	3	0.7	-4	103	-5	-13	-28	105
O=C(CSc1nccc2ccccc12)N1CCN(c2ccccn2)CC1	-20	.	-0.3	-1	.	2	6	1	.
COc1cc(OC)c(NC(=O)CCc2ccccc2)cc1Cl	-9	2	-1.4	15	103	5	-10	-4	103
Cc1ccccc1OC(C)C(=O)NCCC1=CCCCC1 (stereo unspecified)	-36	8	-1.8	10	102	-9	-3	9	108
CC(C)CC(NC(=O)c1ccc(Cl)cc1Cl)C(=O)O (stereo unspecified)	-5	12	-0.1	3	104	-2	-10	5	108
CCOC(=O)/C(C#N)=C/c1cccc(C)c1	-1	9	.	12	103	10	0	12	103
CN(C)c1oc(/C=C/c2ccccc2)nc1C#N	-3	-1	-0.1	32	93	19	-7	-11	87
COc1ccc(OC)c(S(=O)(=O)N(C)CC(=O)N2CCN(c3ccccc3F)CC2)c1	-35	6	0.8	44	102	-5	-4	-17	109
O=c1cc(CN2CCN(S(=O)(=O)c3ccc4ccccc4c3)CC2)nc2sccn12	-20	-3	-1.6	-4	97	-3	0	-3	95
COc1ccc(NCc2ccc([N+](=O)[O-])s2)cc1	5	4	-0.3	62*	101	9	0	-2	102
Cc1onc(C(=O)Nc2cccnc2Cl)c1[N+](=O)[O-]	-2	-1	0.3	-2	102	-11	-7	18	103
O=C(CN1CCC(NC(=O)c2ccccc2Cl)CC1)NCc1ccco1	8	-13	0.0	4	76	9	12	37	74
COc1ccc(Nc2nc3c([nH]2)c(=O)[nH]c(=O)n3C)cc1	7	-1	0.1	-9	100	35*	-6	42	95
CC(=O)Nc1ccc(C(=O)Nc2ccc3c(c2)OCCO3)cc1	-2	2	0.0	8	100	-1	-7	10	100
CNC(=O)C(=O)Nc1cc2c3c(c1)CCN3C(=O)CC2	-4	1	-0.5	8	100	0	1	44	100
CCc1ccccc1NC(=O)C1CCCN(c2nccc(C)n2)C1 (stereo unspecified)	-16	-2	0.5	-2	104	0	-14	43	98
O=C(NC12CC3CC(CC(C3)C1)C2)c1ccc([N+](=O)[O-])o1	6	2	-1.8	4	99	3	-5	45	106
CC(C)C(NC(=O)c1ccc(C(C)(C)C)cc1)C(=O)N1CCCC1 (stereo unspecified)	-32	-1	-1.2	6	101	-15	-10	16	99
O=C(NCc1cccs1)c1nn2cccnc2c1Cl	-1	1	-0.5	-25	99	2	-8	-10	98
CC(=O)Nc1nc2n(n1)C(c1ccc(Cl)cc1)C=C(C)N2 (stereo unspecified)	-6	7	-1.8	3	104	-6	-6	-13	106
Cc1ccc(S(=O)(=O)CCC(=O)Nc2ccccc2Cl)cc1	-6	6	-1.4	-40	105	-2	-20	59	104
COc1ccc(NC(=O)C2CCC(N3C(=O)C4C5C=CC(C5)C4C3=O)CC2)cc1 (stereo unspecified)	-16	2	0.6	-9	107	-2	-7	14	108
CCn1cc(SCC(N)=O)c2ccccc21	4	14	-1.1	.	110	2	-3	15	109
O=S(=O)(c1ccccc1)N1N=C(c2cccs2)CC1c1ccc(Br)cc1 (stereo unspecified)	2	4	0.1	8	104	-1	-4	-3	100
Cc1ccc(S(=O)(=O)c2c(C)nn(C(C)(C)C)c2OC(=O)C2CCCC2)cc1	-25	-3	1.1	4	101	2	-17	35	98
OCCOCCn1c(CCNc2nc(-c3ccc(F)cc3)cs2)nc2cc(C(F)(F)F)ccc21	.	4	4.7	.	103	.	.	.	106
Oc1ccc(-c2cn3ccccc3n2)cc1	2	4	2.1	-6	103	6	-7	27	109
Cc1ccc2nc(SCC(=O)NC(=O)NCc3ccco3)[nH]c2c1	-6	9	0.5	27	102	2	9	49	108
COCCNC(=O)c1ccc(C)cc1C	4	1	0.1	-20	100	-2	-8	30	101
CCc1c(C)sc(NC(=O)c2ccco2)c1C(=O)N1CCOCC1	-3	-11	0.1	14	81	3	-15	7	85
O=C(O)CCC(=O)N1CCc2cc(S(=O)(=O)NCCc3ccc(Cl)cc3)ccc21	-40	3	-0.1	23	107	2	-8	26	107
CCCCOc1ccc(C(=O)Nc2ccc(N3CCN(C(C)=O)CC3)cc2)cc1	-3	.	0.7	10	.	-7	4	3	.
Cc1sc(NC(=O)c2cccs2)c(C(=O)OC(C)C)c1C	-1	1	0.3	0	99	4	-7	-16	100
Cc1ccccc1N1CC(C(=O)N2CC(C)OC(C)C2)CC1=O (stereo unspecified)	-7	3	1.2	-3	105	-7	-17	32	101
Cc1ccc(-n2cccc2/C=C2/C(=N)N3C(=NC2=O)SN=C3S(C)(=O)=O)cc1Cl	-21	2	-0.1	12	98	-9	5	-11	101
Cc1ccc(Cl)cc1Nc1nc(-c2sc(NC(=O)C(C)(C)C)nc2C)cs1	3	1	-0.3	-3	102	2	-14	72*	113
COc1cccc(C(=O)CSc2nccn2C)c1	3	15	-1.4	8	115	1	3	14	114
O=C1NC(=Nc2ccccc2)/C(=C/c2ccco2)S1	1	-1	-0.4	26	132*	11	2	-21	100

Next part, starting with the last 5 of the part before.
SMILES	DNA FID counter	MEKK2 mut-MEK5	OXTR ag	NALP1 yeast inh	MEKK3 PB1 HTS	PfM18AAP inh	GPR7 antag	PHOSPHO1 inh	MEKK2wt PB1 HTS
Cc1ccccc1N1CC(C(=O)N2CC(C)OC(C)C2)CC1=O (stereo unspecified)	-7	3	1.2	-3	105	-7	-17	32	101
Cc1ccc(-n2cccc2/C=C2/C(=N)N3C(=NC2=O)SN=C3S(C)(=O)=O)cc1Cl	-21	2	-0.1	12	98	-9	5	-11	101
Cc1ccc(Cl)cc1Nc1nc(-c2sc(NC(=O)C(C)(C)C)nc2C)cs1	3	1	-0.3	-3	102	2	-14	72*	113
COc1cccc(C(=O)CSc2nccn2C)c1	3	15	-1.4	8	115	1	3	14	114
O=C1NC(=Nc2ccccc2)/C(=C/c2ccco2)S1	1	-1	-0.4	26	132*	11	2	-21	100
O=C(NCc1nnc(SCC(=O)N2CCN(c3ccccc3)CC2)o1)c1c(F)cccc1F	-27	3	0.7	15	98	-4	3	19	104
CCc1nc2ccccc2c(C(=O)OCC(=O)NCc2ccc3c(c2)OCO3)c1C	-22	-2	-2.0	19	120	-10	-3	21	101
Cn1ccnc1SCCNC(=O)CCc1nnc(CCCCc2ccccc2)o1	-26	-4	2.0	-16	99	3	-10	27	97
CC1CN(S(=O)(=O)c2cn(C)c(=O)n(C)c2=O)CC(C)O1 (stereo unspecified)	-3	5	-0.7	0	96	1	-11	10	100
CCOc1cc(NC(=S)NCC2CCCO2)c(OCC)cc1NC(=O)c1ccccc1F (stereo unspecified)	-3	-10	-0.2	8	98	2	8	0	93
Cn1cccc1Cc1nnc(SCC(=O)N2CCc3ccccc32)n1CCc1ccccc1	-40	-2	0.4	26	95	4	-6	-6	96
Cc1cc(C)n(S(=O)(=O)c2cccc(Cl)c2Cl)n1	-8	6	-0.7	14	105	-9	-11	5	105
Cc1cc(C)c2nc3s/c(=C/c4ccc5c(c4)n(C)c(=O)n5C)c(=O)n3c2c1	-5	.	.	7	.	-8	-1	27	.
Cc1cc(SC2CCOC2=O)nc2ccccc12 (stereo unspecified)	4	-3	-2.6	8	101	7	2	12	101
COc1ccc(-c2nn(-c3ccccc3)cc2/C=C(\C#N)S(=O)(=O)c2ccccc2)cc1OC	-4	-2	-0.2	28	93	-10	-3	6	88
Cc1ccc(-c2cc(C(=O)OC3CCOC3=O)c3ccccc3n2)c(C)c1 (stereo unspecified)	-31	-3	-1.9	10	98	-12	-12	12	98
CC(C)N1C(=O)CCC1C(=O)N1CCC(Cc2ccccc2)CC1 (stereo unspecified)	-16	-7	1.7	26	91	-1	5	-9	83
CCOC(=O)Nc1ccc2c(c1)N(C(=O)CN1CCN(C)CC1)c1ccccc1S2	12	9	2.3	19	103	8	-1	-22	108
CCc1nc(SCC(=O)Nc2nnc(CC)s2)c2c(=O)n(C)c(=O)n(C)c2n1	-28	1	0.2	26	100	-8	14	38	103
COc1ccc(-c2cc(C(=O)N3CCCC3)no2)cc1	-25	8	-1.4	9	103	3	5	37	101
O=C(c1ccco1)N1CCN(CC(=O)N2CCCc3c2c(=O)oc2ccc(O)cc32)CC1	-6	-2	-0.2	21	96	11	-11	39	94
COc1cccc(C(=O)Nc2c(F)c(F)c(F)c(F)c2F)c1	-2	2	-2.0	.	104	8	-6	-4	97
COc1ccc(C(=O)NCC2OCCc3ccccc32)cc1 (stereo unspecified)	-5	0	-0.5	-10	96	-2	0	-9	95
[O-][n+]1onc2c3cc(-c4ccccc4)nnc3ccc21	5	1	-0.9	-5	105	-1	4	2	105
O=C(CSc1nc(-c2ccccc2)cc(=O)[nH]1)Nc1ccc(F)c(F)c1	-3	10	1.2	18	105	-8	12	11	104
CCOc1cc(CNc2ccc(CNc3ncn[nH]3)cc2)ccc1OCc1ccccc1	-13	1	1.2	1	96	40*	-6	-1	102
CCOc1ccccc1CNC(=O)Cn1ccc2cc(S(=O)(=O)N3CCC(C)CC3)ccc21	-39	-1	-2.3	-3	101	5	2	17	98
COc1ccccc1N(C)S(=O)(=O)c1ccc(C(=O)OCC(=O)N(C(C)C)C(C)C)cc1	-22	-7	0.6	26*	97	-15	3	7	89
CNC(C)C#Cc1ccc2oc3cccc(OC)c3c(=O)c2c1 (stereo unspecified)	-20	2	-1.5	-2	103	-14	9	41	105
C/C(=N\NC(=O)C1CC1)c1ccc(NC(=O)c2ccc(Br)o2)cc1	-9	-4	-1.2	28	98	2	4	39	97
CC(C)Cn1c(N)c(C(=O)NCC2CCCO2)c2nc3ccccc3nc21 (stereo unspecified)	-20	-8	4.2	-36	90	4	15	-5	91
CCCc1nn(C)c2c(=O)[nH]c(-c3ccccc3OCC)nc12	-11	-1	-0.7	7	105	-1	-6	-6	100
CC(=O)c1cccc(NC(=O)NC(C)c2ccc3c(c2)OCO3)c1 (stereo unspecified)	-13	6	-0.3	7	98	3	-5	43	102
COc1ccccc1N1CCN(C(=O)CCc2ccc(S(=O)(=O)NC(C)C)cc2)CC1	-39	3	-0.3	-10	114	2	-11	2	103
Cc1nn(-c2ccccc2)c2nc(Cl)c(C(=O)O)cc12	1	11	0.8	16	97	2	5	-12	102
O=C(NCc1ccco1)c1ccc(COc2cc(Cl)ccc2Cl)cc1	-8	0	-1.2	32	98	6	-1	-1	79
N#Cc1c(N)n(-c2ccc(N)cc2)c2nc3ccccc3nc12	-2	7	-0.9	10	104	-7	0	1	104
CCn1c(C)nc2cc(C(=O)NNS(=O)(=O)c3ccc(C)cc3C)ccc21	-12	-3	0.0	0	93	3	-2	-24	99
